Screening results from PubChem BioAssay.
697 NFkB inh = inhibitors of PMA/ionomycin-induced NF-kB reporter, 697 cells, primary screen, B-cell NF-kB inhibitor project, cell-based, luminescence, uHTS; 697 B-cell NF-kB luciferase reporter, 16 h; inhibition, % at 4 µM; 330,000 compounds, 0.33% hits; AID 435022, 2010; in the data active means inhibition above about 35%
CCR6 antag = CCR6 receptor antagonists, primary screen, cell-based, CHO-K1, luminescence, beta-arrestin, uHTS; C-C chemokine receptor type 6 (Homo sapiens), P51684; inhibition, % at 20 µM; 340,000 compounds, 0.49% hits; CHO-K1 CCR6 PathHunter beta-arrestin, CCL20-stimulated;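 active means compounds whose inhibition of the agonist-driven luminescence signal at 20 µM reaches about 50%, limit read from the data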;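 further: cells stimulated with CCL20 at 14 nM final; plate controls were DMSO with CCL20 for no effect and DMSO without agonist for full effect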
Target sequence (P51684 whole entry, looked up): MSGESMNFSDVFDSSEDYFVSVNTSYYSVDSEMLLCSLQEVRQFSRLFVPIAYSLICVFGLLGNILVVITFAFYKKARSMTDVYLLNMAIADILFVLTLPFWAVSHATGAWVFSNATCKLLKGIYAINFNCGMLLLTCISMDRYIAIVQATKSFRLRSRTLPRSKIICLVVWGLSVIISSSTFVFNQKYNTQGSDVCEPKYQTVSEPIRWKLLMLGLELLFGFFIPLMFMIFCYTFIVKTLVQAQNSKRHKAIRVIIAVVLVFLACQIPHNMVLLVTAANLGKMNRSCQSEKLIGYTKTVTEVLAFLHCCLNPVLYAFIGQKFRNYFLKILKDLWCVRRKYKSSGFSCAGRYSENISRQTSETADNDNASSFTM
Apaf-1 inh = inhibitors of human Apaf-1 apoptosome, primary screen, biochemical, DEVD-Rh110 fluorescence, uHTS | 330,000 compounds, 0.71% hits | AID 489030, 2010 | Apoptotic protease-activating factor 1 (Homo sapiens), O14727 | inhibition, % at 20 µM | reconstituted apoptosome caspase-3 activity; active means inhibition of at least 40% at 20 µM;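 further: plate controls were DMSO wells for no effect and DEVD-CHO caspase inhibitor wells for full effect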
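Material: reconstituted apoptosome with Apaf-1, cytochrome c, caspase-9, procaspase-3, dATP. Technique: Rh110 fluorescence intensity. Buffer or medium: pH 7.5 Hepes buffer with CHAPS, BSA, DTT. Times: 30 min plus 50 min, RT.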
EBI2 block = EBI2 receptor antagonists, beta-arrestin recruitment, primary screen, cell-based, luminescence, 7a,25-OHC stimulation, uHTS; 7a,25-OHC stimulated; inhibition, % at 5 µM; 360,000 compounds, 0.81% hits; AID 651636, 2012; in the data active means inhibition above about 38%;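 further: enzyme fragment complementation signal reports receptor beta-arrestin coupling in cells; 0% = agonist plus DMSO wells and 100% = wells without agonist; some results beyond the cut were filed as inactive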
Gli-Sufu antag = Gli-Sufu pathway antagonists, primary screen, luciferase luminescence, Sufu-KO-LIGHT cells, uHTS; Sufu-KO-LIGHT fibroblasts, Gli luciferase reporter luminescence; inhibition, % at 5 µM; 340,000 compounds, 0.74% hits; AID 588413, 2011;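 active means inhibition above about 55%, limit read from the data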;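 further: 0% = DMSO-treated cells and 100% = wells with medium but no cells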
SENP8 inh = SENP8 protease inhibitors, primary screen, biochemical, luminescence. 330,000 compounds, 1.2% hits. inhibition, % at 10 µM. purified SENP8, Z-RLRGG-aminoluciferin cleavage. AID 2540, 2010
Target sequence (Q96LD8 whole entry, looked up): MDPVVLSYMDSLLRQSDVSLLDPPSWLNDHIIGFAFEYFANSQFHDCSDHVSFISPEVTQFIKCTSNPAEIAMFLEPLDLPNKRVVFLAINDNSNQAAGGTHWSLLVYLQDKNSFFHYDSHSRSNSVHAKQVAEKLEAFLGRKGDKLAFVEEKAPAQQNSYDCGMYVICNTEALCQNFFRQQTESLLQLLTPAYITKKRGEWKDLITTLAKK
UBC13 polyUb = UBC13 polyubiquitin chain formation inhibitors, primary screen, biochemical, TR-FRET, uHTS; inhibition, % at 20 µM; 330,000 compounds, 0.47% hits; Ubiquitin-conjugating enzyme E2 N (Homo sapiens), P61088; in the data active means inhibition above about 45%, passing the limit was not always enough
Target sequence (P61088 whole entry, looked up): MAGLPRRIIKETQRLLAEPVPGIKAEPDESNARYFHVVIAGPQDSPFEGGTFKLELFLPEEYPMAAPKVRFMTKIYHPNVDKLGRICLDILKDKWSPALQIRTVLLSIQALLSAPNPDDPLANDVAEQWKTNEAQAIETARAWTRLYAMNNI
Jurkat NFkB inh = inhibitors of induced NF-kB luciferase reporter, primary screen, TCR NF-kB activation inhibitor project, cell-based, luminescence, uHTS; Jurkat, PMA/ionomycin-induced NF-kB luciferase reporter; 330,000 compounds, 0.53% hits; inhibition, % at 4 µM
* = called active by the depositor; . = not tested or not shown. Unless noted, no stated cut-off is given here; in the data, active means inhibition above about 50%; inactive means the rest. Only part of the results is shown; the hit share may differ from the screen's.

SMILES | 697 NFkB inh | CCR6 antag | Apaf-1 inh | EBI2 block | Gli-Sufu antag | SENP8 inh | UBC13 polyUb | Jurkat NFkB inh
Cc1ccccc1C(=O)Nc1ccccc1C(=O)NCC(C)C | 14 | 8 | -5 | -6 | 16 | -5 | -10 | 12
O=C(NCc1ccccn1)c1ccc(NC(=O)c2ccco2)cc1 | -15 | 8 | 0 | -1 | -3 | -1 | 0 | 2
Cc1nc(-c2ccc3c(c2)OCCO3)cs1 | -33 | -4 | -2 | -5 | -39 | 9 | -2 | -35
O=C(Nc1cc(Cl)ccc1N1CCOCC1)c1ccc(N2CCCC2=O)cc1 | -36 | 4 | 11 | 8 | 10 | 6 | 0 | 21
CCCCc1ccc(S(=O)(=O)N/N=C(/C)c2ccncc2)cc1 | -33 | -5 | 4 | -8 | 29 | -10 | -8 | 18
CCC(=O)Nc1cc(C(=O)OCC(=O)c2ccccc2Cl)ccc1C | -41 | 8 | 6 | 2 | -52 | -18 | -3 | -23
CN(c1ccc(OCC(=O)OCc2nnc(-c3ccccc3)o2)cc1)S(=O)(=O)c1ccc(Cl)cc1 | 20 | -10 | 20 | -6 | -6 | 0 | -8 | -6
Cc1scc(C(=O)NNC(=S)NCc2ccccc2)c1C | -17 | 18 | -2 | -7 | -2 | 2 | -6 | -2
Cc1ccc(C(=O)NC(=S)NCCCN2CCOCC2)cc1 | -12 | 10 | -16 | -1 | -7 | -13 | 0 | -17
COCCNC(=O)c1ccc(CSCc2cccc(Cl)c2)o1 | 10 | 12 | 1 | -2 | 5 | -4 | 3 | 10
CCN1Cc2ccccc2-c2ccccc2S1(=O)=O | 8 | 3 | 6 | -1 | 4 | . | . | .
Cc1ccnc(NS(=O)(=O)c2cc(C(F)(F)F)ccc2Cl)c1 | 5 | . | -14 | . | . | -7 | -7 | -3
Cc1ccc(S(=O)(=O)N(C)c2ccc(C(=O)Nc3c(C)n(C)n(-c4ccccc4)c3=O)cc2)cc1 | -7 | 5 | 6 | -8 | -2 | -3 | -3 | 6
CCCN(C(=O)Cc1csc(-c2ccccc2)n1)C1CCS(=O)(=O)C1 (stereo not drawn) | 12 | -7 | -8 | 2 | -19 | 1 | 5 | 7
CC1CCN(C(=O)C2CCCN2S(=O)(=O)c2ccc(Cl)cc2)CC1 (stereo not drawn) | 3 | 2 | 1 | 1 | 0 | -3 | -2 | 0

Whole records, looked up by structure. Screens in order: 697 NFkB inh | CCR6 antag | Apaf-1 inh | EBI2 block | Gli-Sufu antag | SENP8 inh | UBC13 polyUb | Jurkat NFkB inh
Cc1ccccc1C(=O)Nc1ccccc1C(=O)NCC(C)C is entered as 14 | 8 | -5 | -6 | 16 | -5 | -10 | 12
CN(c1ccc(OCC(=O)OCc2nnc(-c3ccccc3)o2)cc1)S(=O)(=O)c1ccc(Cl)cc1 is entered as 20 | -10 | 20 | -6 | -6 | 0 | -8 | -6
COCCNC(=O)c1ccc(CSCc2cccc(Cl)c2)o1 is entered as 10 | 12 | 1 | -2 | 5 | -4 | 3 | 10
O=C(NCc1ccccn1)c1ccc(NC(=O)c2ccco2)cc1 is entered as -15 | 8 | 0 | -1 | -3 | -1 | 0 | 2

(cont.)
SMILES | 697 NFkB inh | CCR6 antag | Apaf-1 inh | EBI2 block | Gli-Sufu antag | SENP8 inh | UBC13 polyUb | Jurkat NFkB inh
Nc1nonc1-n1nncc1-c1ccccc1 | -23 | -10 | 2 | -11 | 2 | -9 | -3 | -7
COc1ccc(C2/C(=C(\O)c3ccc4c(c3)OCCO4)C(=O)C(=O)N2CCCN(C)C)c(OC)c1 (stereo not drawn) | 3 | -12 | 9 | -7 | -3 | 4 | -2 | -10
CC(C)CC(=O)N1CCN(S(=O)(=O)c2ccccc2)CC1 | 5 | 2 | -5 | -5 | 1 | 4 | 8 | -4
C/C(=N\NC(=O)c1c(Cl)c(C)nn1C)c1ccc(NC(=O)COc2ccc(Cl)cc2C)cc1 | 4 | 25 | 6 | 16 | -26 | -2 | 3 | -1
CN1C(=O)N(CC(=O)N2CCN(S(=O)(=O)/C=C/c3ccccc3)CC2)C(=O)C12CCCCC2 | 16 | -1 | -4 | -1 | 3 | 1 | 13 | -8
Cc1nccc2[nH]c(=O)c(C(=O)NC(C)CCc3ccccc3)cc12 (stereo not drawn) | 16 | . | -5 | . | . | 3 | 8 | 15
Cc1ccc(NC(=O)c2oc3ccccc3c2NC(=O)c2ccc3c(c2)OCO3)cc1 | 5 | -2 | -1 | -17 | -3 | -6 | 6 | -42
CCn1c(SCC(=O)Nc2sc(C)c(C)c2C#N)nnc1C(C)C | -20 | 4 | 5 | -11 | 7 | 6 | -5 | -5
COc1cccc2[nH]c3c(N4CCCC(C)C4)ncnc3c12 (stereo not drawn) | -42 | 1 | 9 | 4 | -25 | -5 | -20 | -6
CCC(C)(C)NC(=O)c1cc(S(=O)(=O)N2CCc3ccccc32)cn1C | 13 | -1 | -2 | 2 | 12 | 5 | 3 | 8
Cc1cc(C(=O)N2CCCCCC2)cs1 | 11 | -13 | -14 | -5 | 2 | -1 | 13 | 2
Cc1ccc(NC(=O)/C=C\C(=O)O)c([N+](=O)[O-])c1 | -28 | -8 | 6 | -2 | 5 | -8 | -17 | -23
Cc1ccc(-n2c(SCC(=O)N3Cc4ccccc4CC3C(=O)O)nnc2-c2cccnc2)c(C)c1 (stereo not drawn) | 23 | 0 | -9 | -2 | -15 | 6 | 2 | 12
Cc1nnc(NCc2cccc(Cl)c2)c2ccccc12 | 9 | 11 | 0 | -10 | 1 | -6 | 2 | 10
COc1cc2c(cc1OC)C(Cc1ccc(O)cc1)NCC2 (stereo not drawn) | 5 | -5 | -12 | 11 | 27 | -1 | 0 | 14
O=C(C1=C[C@H](c2ccc(C(F)(F)F)cc2)C[C@H](OCc2ccc(CO)cc2)O1)N1CCN(Cc2ccc3c(c2)OCO3)CC1 | 6 | 13 | 20 | 37 | 14 | 5 | 12 | 15
CCN(CC)C(=O)c1[nH]cnc1C(=O)NCCCCCNC(=O)OC(C)(C)C | 6 | 12 | -3 | 5 | 0 | 0 | -15 | -5
COn1c(SCc2cccnc2)nc2ccccc2c1=O | 1 | -6 | 5 | -9 | 5 | -2 | 8 | -1
O=C(NC(=S)Nc1nc(-c2ccc([N+](=O)[O-])cc2)cs1)c1ccco1 | -38 | 5 | 11 | -2 | -28 | -17 | -11 | -27
CC1(C)Cc2c(sc3nc(-c4ccccc4Cl)n(N)c(=O)c23)CO1 | 8 | -17 | -5 | 2 | 6 | 12 | 4 | 17
CCOC(=O)C1=CN(Cc2cccc(F)c2)S(=O)(=O)N(CC)C1CCc1ccccc1 (stereo not drawn) | 14 | 27 | 29 | 6 | 8 | . | . | .
CC(C)(C)n1nnnc1C(c1ccncc1)N(Cc1ccccc1)Cc1ccco1 (stereo not drawn) | -2 | 10 | 10 | 9 | 2 | 0 | -8 | 20
CCC(C)c1ccc(NC(=O)NCc2cccnc2)cc1 (stereo not drawn) | -27 | 7 | 12 | 1 | 7 | -17 | 0 | -3
O=C(c1ccc(CS(=O)c2ccccc2Cl)o1)N1CCN(c2ccccn2)CC1 (stereo not drawn) | -43 | 8 | 3 | -1 | 11 | -6 | 5 | 52*
CCOC(=O)C1=C(CP(=O)(c2ccccc2)c2ccccc2)NC(=O)NC1c1ccc(Cl)cc1 (stereo not drawn) | 7 | 6 | 16 | 0 | 3 | 4 | 1 | 2
CC(C)(C)C1CCc2onc(C(=O)Nc3cccnc3)c2C1 (stereo not drawn) | -19 | 3 | 15 | 13 | 21 | -6 | 0 | 11
CN(C)S(=O)(=O)c1cccc(C(=O)Nc2ccccc2N2CCCCC2)c1 | 6 | 24 | 19 | 3 | 20 | 3 | 3 | 6
O=C(CSc1nncs1)Nc1ccc2c(c1)OCO2 | 10 | 6 | -5 | 0 | -4 | 0 | 6 | -7
CSc1nnc(-c2cc3c(-c4ccccc4)nn(C)c3s2)n1C | -1 | -5 | 7 | -1 | 8 | 1 | 11 | -12
COc1ccc(C2N=C(N)N=C(N)N2c2ccccc2OC)cc1OC (stereo not drawn) | -71 | 12 | -1 | -9 | 5 | -8 | 4 | 0

Structures listed above that bear a hit mark in Jurkat NFkB inh:
SMILES	697 NFkB inh	CCR6 antag	EBI2 block	SENP8 inh	UBC13 polyUb	Jurkat NFkB inh
O=C(c1ccc(CS(=O)c2ccccc2Cl)o1)N1CCN(c2ccccn2)CC1 (stereo not drawn)	-43	8	-1	-6	5	52*

(more compounds)
SMILES | 697 NFkB inh | CCR6 antag | Apaf-1 inh | EBI2 block | Gli-Sufu antag | SENP8 inh | UBC13 polyUb | Jurkat NFkB inh
COc1ccc(Cl)cc1NC(=O)N1CCN(S(C)(=O)=O)CC1 | 3 | 6 | -11 | -19 | 1 | 5 | 7 | 7
Cc1ccc2c(c1)N(C(=O)CCC(=O)NCCCN1CCOCC1)CCO2 | 13 | -5 | 1 | -7 | 1 | -9 | -3 | -2
CC(=O)Nc1ccc(S(=O)(=O)N2CCCC(C(=O)O)C2)cc1 (stereo not drawn) | -9 | -11 | 4 | -3 | -3 | -3 | 4 | -12
CCOC(=O)/C(C(N)=NCC(C)C)=C(/O)c1ccccc1 | 4 | 26 | -3 | 1 | -12 | 0 | 5 | -3
O=C1OC(Nc2ccc(Br)cc2F)c2ccccc21 (stereo not drawn) | -8 | -14 | -11 | -11 | 3 | 7 | 3 | -21
CN1CCN(C(=O)c2ccc3c(c2)N(Cc2cccc(Cl)c2)C(=O)c2ccccc2S3(=O)=O)CC1 | -2 | 15 | 34 | -8 | -8 | 2 | -2 | -3
O=C(Nc1cccc(S(=O)(=O)N2CCOCC2)c1)c1ccccc1[N+](=O)[O-] | 13 | -1 | -3 | -12 | 11 | -3 | 1 | 11
COc1ccccc1/C=N/NC(=O)c1ccc(Cn2nc([N+](=O)[O-])cc2C)cc1 | -12 | 7 | -2 | 3 | 6 | 3 | 3 | 1
Cc1cc(NS(=O)(=O)c2ccc(NC(=O)/C=C/c3c(F)cccc3Cl)cc2)no1 | 11 | 4 | 12 | 8 | -7 | -4 | -12 | 16
CCN(CC)CCNC(=O)C(C)c1nn(CC)c(=O)c2ccccc12 (stereo not drawn) | 6 | 4 | -18 | 6 | 0 | 1 | 8 | 9
CCCCN(CC)CCNC(=S)Nc1ccc2nc(N3CCN(C)CC3)cc(C)c2c1 | 9 | 20 | 14 | 5 | 14 | 2 | 12 | -14
CC(Oc1ccc(Cl)cc1Cl)C(=O)NNC(=O)c1cccnc1 (stereo not drawn) | 9 | 5 | -9 | -8 | -5 | 3 | -3 | -2
O=C(COc1ccccc1Cl)N1N=C(c2cccs2)CC1c1ccco1 (stereo not drawn) | -9 | 11 | 14 | 5 | 4 | -12 | -6 | -8
COc1ccc(C(CNC(=O)c2cc3c(s2)CCC(C)C3)N2CCOCC2)cc1 (stereo not drawn) | 6 | 19 | 18 | 4 | 26 | -7 | -17 | 1
CCn1nc(C(=O)NCC(c2cccs2)N2CCOCC2)c2ccccc2c1=O (stereo not drawn) | -4 | 14 | 7 | 0 | 5 | 0 | 1 | -18
CCOc1cc(/C=N/NC(=O)c2cccnc2)ccc1OCc1ccc(C(=O)OC)o1 | 8 | 0 | 6 | 2 | 4 | -6 | -16 | -9
Cc1ccc2nc(-c3ccccn3)cc(C(=O)N3CCN(c4ncccn4)CC3)c2c1 | -6 | -8 | 10 | -13 | -6 | -3 | -7 | -3
CCOC(=O)c1ccc(S(=O)(=O)N2CCN(C(=O)c3ccccn3)CC2)cc1 | 11 | 2 | -6 | -2 | -1 | 0 | 9 | -5
CC(=O)Nc1nnc(-c2ccc3c(c2)CCCC3)o1 | -72 | 3 | 7 | -4 | -43 | -6 | 3 | -22
Cc1c(C)c2c(OCC(=O)Nc3cccnc3)cc3c(c2oc1=O)CCC(C)(C)O3 | 19 | 2 | 22 | 5 | 7 | -2 | 0 | 22
